High-throughput results from PubChem BioAssay.
JMJD2C inh: blocks human GASC-1 demethylase activity. GST-JMJD2C(1-420) H3K9me3 demethylation, DELFIA europium. inhibition, % at 2.35 µM. hit rate 0.069% among 330,000. AID 2099;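 active = more than half of a compound's replicate wells show inhibition beyond 50%, single wells judged on their own value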;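 also: signal counts dimethyl H3K9 product captured on neutravidin plate; 0% = median of DMSO wells and 100% = 0.3 times that DMSO median; strong numbers were not always called active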
Target sequence (Q9H3R0 1-420 limits assumed): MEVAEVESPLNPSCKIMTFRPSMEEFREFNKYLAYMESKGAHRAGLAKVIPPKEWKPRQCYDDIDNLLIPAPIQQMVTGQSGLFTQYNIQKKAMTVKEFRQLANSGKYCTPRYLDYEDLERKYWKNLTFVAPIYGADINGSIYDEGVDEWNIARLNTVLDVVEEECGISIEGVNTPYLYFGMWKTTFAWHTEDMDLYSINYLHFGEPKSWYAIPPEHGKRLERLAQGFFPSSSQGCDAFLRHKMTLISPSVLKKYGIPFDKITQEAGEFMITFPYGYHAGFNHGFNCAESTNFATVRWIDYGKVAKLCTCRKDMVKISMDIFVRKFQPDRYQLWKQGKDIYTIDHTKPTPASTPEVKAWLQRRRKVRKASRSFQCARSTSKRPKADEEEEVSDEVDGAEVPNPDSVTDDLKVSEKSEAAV
RPL19A TOR yeast: alters RPL19A-GFP fluorescence in TOR pathway yeast screen; S. cerevisiae RPL19A-GFP strain, flow cytometry, 3 h; hits give low values; percent response vs DMSO, % at 10 µM; hit rate 0.3% among 330,000;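 active = percent response vs DMSO below 50%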;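 also: median channel GFP fluorescence of the barcoded RPL19A-GFP strain; ratio of sample median GFP to plate DMSO average so 100% = DMSO; lower means less RPL19A-GFP as with rapamycin TOR inhibition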
AGP1 TOR yeast: yeast TOR pathway AGP1-GFP modulation; hit rate 0.02% among 320,000; S. cerevisiae AGP1-GFP multiplex flow cytometry, 3 h; GFP as percent of DMSO wells; GFP response vs DMSO, % at 10 µM;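 active = GFP response relative to DMSO above a set limit, near screen average plus 3 SD, cut at about 150% in these data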;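 also: median GFP channel fluorescence of the gated AGP1 strain per well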
MEP2 TOR yeast: alters MEP2-GFP fluorescence in TOR pathway yeast screen. S. cerevisiae MEP2-GFP strain, flow cytometry GFP, 3 h; 100% = DMSO control level. GFP response vs DMSO, % at 10 µM. hit rate 0.51% among 330,000;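 active = GFP response versus DMSO above a set limit, roughly screen mean plus 3 SD, cut at about 180% in these data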;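 also: median GFP fluorescence of the barcode-gated MEP2-GFP cells per well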
VLA-4 inh: inhibition in a human VLA-4 binding assay; P13612; VLA-4 expressing cells, ligand binding flow cytometry; inhibition, % (about 7 µM as worked out from the volumes in the protocol); hit rate 0.2% among 330,000; in the data active = inhibition above about 50%
GRK2 aptamer HTS: blocks RNA aptamer binding to human GRK2. AID 488847. P25098. inhibition of aptamer binding, % at 10 µM. hit rate 0.59% among 330,000. bead flow cytometry, FAM-aptamer displacement from GRK2;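 active = inhibition of aptamer binding above 40%, roughly 3 SD of noise, on plates passing a quality check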;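 also: median bead fluorescence of bound FAM aptamer so fluorescent compounds give negative values; no value below 0 was filed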
Target sequence (P25098 whole entry, looked up): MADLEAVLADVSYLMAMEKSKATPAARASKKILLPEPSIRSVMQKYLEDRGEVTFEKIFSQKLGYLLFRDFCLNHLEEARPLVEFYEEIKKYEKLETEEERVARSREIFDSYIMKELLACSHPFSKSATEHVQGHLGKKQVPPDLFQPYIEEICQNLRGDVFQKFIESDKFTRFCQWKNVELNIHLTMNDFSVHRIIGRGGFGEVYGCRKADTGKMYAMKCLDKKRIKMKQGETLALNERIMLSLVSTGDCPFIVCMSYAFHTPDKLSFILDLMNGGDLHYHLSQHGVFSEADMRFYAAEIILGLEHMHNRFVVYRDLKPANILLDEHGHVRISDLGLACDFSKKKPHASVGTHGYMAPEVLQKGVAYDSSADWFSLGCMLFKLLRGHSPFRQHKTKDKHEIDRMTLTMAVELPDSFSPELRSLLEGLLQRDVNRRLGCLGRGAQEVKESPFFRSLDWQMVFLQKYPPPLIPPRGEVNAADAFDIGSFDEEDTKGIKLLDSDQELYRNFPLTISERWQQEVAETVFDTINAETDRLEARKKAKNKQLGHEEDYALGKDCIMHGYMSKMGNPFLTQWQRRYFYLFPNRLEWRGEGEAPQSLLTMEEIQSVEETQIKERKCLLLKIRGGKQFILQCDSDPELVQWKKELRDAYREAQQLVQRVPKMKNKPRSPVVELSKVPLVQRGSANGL
CIT2 TOR yeast: alters CIT2-GFP fluorescence in TOR pathway yeast screen; GFP response vs DMSO, % at 10 µM; hit rate 0.065% among 320,000; S. cerevisiae CIT2-GFP strain, flow cytometry, 3 h; 100 means same as DMSO wells;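 active = GFP response relative to DMSO above a set limit, near the screen mean plus 3 SD, cut at about 150% in these data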;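 also: ratio of well median GFP fluorescence to mean of DMSO wells on the plate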
LAP4-GFP MLPCN: yeast TOR pathway LAP4-GFP modulation; GFP response vs DMSO, % at 10 µM; AID 2023; S. cerevisiae LAP4-GFP multiplex, flow cytometry GFP, 3 h; median GFP as percent of DMSO wells; hit rate 0.34% among 320,000;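 active = GFP response vs DMSO above a set limit, about the screen mean plus 3 SD, cut at about 150% in these data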
An asterisk follows results filed as active; i = inactive; . = not tested or not shown; & = joins results of further samples.

Below each SMILES – LAP4-GFP MLPCN, JMJD2C inh, CIT2 TOR yeast, MEP2 TOR yeast, RPL19A TOR yeast, AGP1 TOR yeast, GRK2 aptamer HTS, VLA-4 inh
- O=C(O)CCC(=O)OCc1c(-c2ccccc2)ncc2ccccc12
    101.7, -3.5, 99.6, 91.4, 96.8, 101.8, 0.0, 4.1
- Nc1c2c(nc3ccccc13)CCC2
    97.0, 4.3, 101.9, 99.5, 94.1, 99.6, 0.0, 10.0
- CCN(CCn1cccn1)C(=O)CC1C(=O)NCCN1CC1CCCCC1 (stereo not drawn)
    107.4, 1.1, 94.0, 101.2, 92.6, 93.9, 0.0, 18.4
- O=C(Cn1nnc2ccccc2c1=O)NCCc1ccc(Cl)cc1Cl
    95.5, -1.8, 104.7, 105.4, 103.9, 103.3, 0.0, 18.3
- Cn1c(CNC(=O)CNC(=O)c2cccc(F)c2)cc(=O)n(C)c1=O
    88.5, -19.2, 97.7, 94.9, 90.0, 96.2, 0.0, 7.1
- CC(C)CNC(=O)C1CCN(c2ccc(S(=O)(=O)N3CCOCC3)cc2)CC1
    101.1, 2.3, 95.7, 102.2, 94.7, 102.7, 5.0, 8.7
- CCCOP(=O)(c1ccc(N(C)C)cc1)C(O)c1ccc(Cl)cc1Cl (stereo not drawn)
    80.4, -2.6, 98.8, 98.3, 95.5, 92.5, 3.0, -3.5
- CCOc1ccc(-c2c(C(=O)N/N=C/c3ccc(OC)cc3)nnn2-c2nonc2N)cc1
    97.4, -135.1, 109.4, 101.4, 99.8, 102.7, 0.0, 9.7
- CC(C)CC(C(=O)NC(=O)NCc1ccccc1)N1C(=O)c2ccccc2C1=O (stereo not drawn)
    104.0, 9.0, 124.6, 102.1, 103.7, 100.4, 0.0, -1.4
- COc1ccc(OC)c(C2C(C(=O)c3sc(C)nc3C)=C(O)C(=O)N2CCN2CCOCC2)c1 (stereo not drawn)
    112.3, -9.4&5.2, 88.1, 97.5, 93.9, 88.3, 0.0, -3.1
- CCOc1ccccc1NC(=S)Nn1cnnc1
    103.3, -6.2, 117.7, 92.6, 97.5, 106.0, 0.0, -14.8
- COc1ccc(S(=O)(=O)NCC(=O)NCc2cc(=O)n(C)c(=O)n2C)cc1F
    100.4, -1.7, 105.0, 104.6, 101.1, 107.3, 0.0, 7.0
- CCn1cc(C(=O)NC2CCCCCC2)c(=O)c2cc(S(=O)(=O)N3CCCCC3)ccc21
    99.4, 2.9, 99.8, 100.4, 103.3, 101.6, 0.0, -18.0
- CCN1CCN(C(=O)C2CC(=O)N(c3ccc(Cl)cc3)C2)CC1 (stereo not drawn)
    97.0, -0.5, 100.3, 100.7, 96.8, 101.8, 2.0, 7.3
- COc1ccc(/C(C)=N/NC(=O)C(NC(=O)c2ccccc2)c2n[nH]c(=O)c3ccccc23)c(OC)c1 (stereo not drawn)
    100.7, -3.9, 91.9, 92.4, 92.4, 96.2, 2.0, -15.1

Next compounds
Below each SMILES – LAP4-GFP MLPCN, JMJD2C inh, CIT2 TOR yeast, MEP2 TOR yeast, RPL19A TOR yeast, AGP1 TOR yeast, GRK2 aptamer HTS, VLA-4 inh
- CCOC(=O)CN(C(=O)COc1nc(-c2ccccc2)cc(C)c1C#N)c1ccccc1
    107.9, 2.4, 95.5, 104.8, 103.8, 106.8, 2.0, -4.3
- COc1ccccc1CC(NC(C)=O)C(=O)NC1CCN(C(=O)Nc2ccccc2C)CC1 (stereo not drawn)
    89.6, 13.4, 110.6, 100.6, 104.3, 102.2, 1.0, 3.3
- COc1cc(C(C)=O)ccc1OCC(=O)OC(C)C(=O)c1ccc(F)cc1 (stereo not drawn)
    105.8, 9.4, 87.9, 101.5, 98.5, 100.0, 0.0, 12.8
- CC(NC(=O)CCSCCC(=O)NC(C)c1ccccc1)c1ccccc1 (stereo not drawn)
    101.1, -14.4, 98.4, 109.6, 109.0, 97.9, 1.0, 8.9
- N#CCOC(=O)[C@H](Cc1ccccc1)N1C(=O)c2ccccc2C1=O
    93.1, -1.7, 88.5, 98.0, 98.2, 78.4, 2.0, 12.6
- CCOc1ccc(NC(=O)CN(C)C(=O)c2cc3c(s2)CCCCC3)cc1OCC
    107.0, 6.0, 92.0, 107.0, 99.1, 100.8, 0.0, 6.2
- COc1cc(/C=C2\SC(N3CCc4ccccc4C3)=NC2=O)cc(OC)c1OC
    99.7, 1.7, 99.2, 103.0, 101.0, 99.9, 9.0, -4.9
- S=c1[nH]nc(-c2ccncc2)n1/N=C/c1cn(-c2ccccc2)nc1-c1ccc(Cl)cc1
    104.8, -35.2, 106.1, 111.0, 99.0, 114.9, 2.0, 22.3
- Cc1ccc2cc(CN(CC3CCCO3)S(=O)(=O)c3ccc4c(c3)OCCO4)c(=O)[nH]c2c1C (stereo not drawn)
    106.3, -16.5, 95.7, 104.8, 102.2, 104.0, 5.0, 3.5
- O=C(CCc1nnc(C2CCCCC2)o1)NCc1ccc(F)c(F)c1
    107.6, -26.8, 98.2, 96.5, 100.0, 98.2, 0.0, 2.6
- CCCc1[nH]nc2c1C(c1ccc(OC(=O)c3ccco3)cc1)C(C#N)=C(N)O2 (stereo not drawn)
    93.3, -1.7, 105.9, 100.1, 101.1, 104.7, 0.0, 7.3
- O=[N+]([O-])c1ccc(Nc2ccccc2)nc1
    100.8, -2.0, 85.6, 89.8, 97.4, 87.9, 0.0, -4.8
- COc1cc(C(=O)OC(C)C(=O)NC(=O)NC2CCCCC2)ccc1OC(F)F (stereo not drawn)
    93.4, 0.5, 94.8, 102.3, 95.3, 95.6, 0.0, 11.7
- C(=N\N1CCN(C2c3ccccc3-c3ccccc32)CC1)/c1cccs1
    98.4, -7.0, 99.3, 99.2, 97.3, 98.4, 0.0, 1.2
- COc1cccc(OC)c1C(=O)NNC(=O)c1ccccc1-n1cccc1
    107.1, 1.9, 81.1, 88.8, 98.2, 98.8, 0.0, 13.0

Next section
Below each SMILES – LAP4-GFP MLPCN, JMJD2C inh, CIT2 TOR yeast, MEP2 TOR yeast, RPL19A TOR yeast, AGP1 TOR yeast, GRK2 aptamer HTS, VLA-4 inh
- O=C(Nc1cccc(C(=O)O)c1)/C(=C/c1ccc([N+](=O)[O-])cc1)NC(=O)c1ccccc1
    89.3, 1.1, 97.6, 94.6, 91.4, 94.0, 0.0, -2.1
- COc1cccc(NC(=O)CN(C)S(=O)(=O)c2ccc3[nH]c(=O)oc3c2)c1
    106.7, -7.5, 106.5, 102.3, 99.2, 105.7, 3.0, -14.1
- Cn1ccnc1SCCNC(=O)C1CCC(=O)N(Cc2ccc(Cl)cc2)C1 (stereo not drawn)
    89.7, -1.9, 97.8, 102.6, 99.7, 105.1, 1.0, 21.3
- O=C(O)c1ccc(-n2ccnc2)c([N+](=O)[O-])c1
    97.7, -11.2, 105.7, 102.0, 109.5, 107.0, 0.0, 3.6
- CCc1cc2c(NCCC(=O)O)nc(C)nc2s1
    104.1, -10.7, 95.8, 100.3, 99.5, 102.5, 1.0, 11.7
- CCCn1c(C)cc(C(=O)COC(=O)c2ccc[nH]c2=O)c1C
    114.7, -25.0, 73.9, 91.4, 87.9, 110.0, 0.0, 14.9
- O=C(NC(Cc1c[nH]c2ccccc12)C(=O)N/N=C/c1cccnc1)c1cccs1 (stereo not drawn)
    94.3, -13.4, ., 103.4, 101.1, 100.0, 2.0, 4.7
- O=C1/C(=C\c2ccco2)SC(=S)N1c1ccccc1
    89.4, -0.1, 108.4, 101.6, 101.2, 99.8, 9.0, 4.4
- O=C(CCCCCN1C(=O)c2cccc3cccc(c23)C1=O)NCCO
    109.0, 5.9, 106.0, 102.2, 102.1, 106.7, 0.0, -8.5
- C=CCn1c(SCC(=O)N(C)C2CCS(=O)(=O)C2)nnc1-c1ccncc1 (stereo not drawn)
    92.6, i, 101.2, 94.9, 88.4, 95.1, 0.0, -5.5
- CC(C)(C)CC(=O)N1CCC(c2nc3c(nnn3Cc3c(F)cccc3Cl)c(=O)[nH]2)CC1
    ., -6.6&19.2, 103.8, 102.5, 100.0, 99.2, 2.0, -3.2
- O=C(NCC(=O)N(Cc1cccs1)C(C(=O)NC1CCCCC1)c1cccnc1)c1ccco1 (stereo not drawn)
    93.1, 84.4, 81.6, 98.7, 95.3, 98.2, 1.0, 19.9
- CCOC(=O)C1C(=O)OC2(CCCC2)C1C(=O)OCC (stereo not drawn)
    98.1, -4.7, 106.4, 101.7, 102.4, 101.0, 1.0, 0.0
- C/C(=N\NC(=S)NC(C)C)c1ccc(-n2ccnc2)cc1
    90.3, -5.2, 85.8, 96.3, 96.4, 95.3, 3.0, 7.1
- COc1cc(CC(=O)O)ccc1OCc1ccccc1
    101.4, 16.9, 104.5, 84.6, 93.4, 96.3, 3.0, -4.7

Sorted by count of non-hydrogen atoms (descending): 9 of the compounds above.
Below each SMILES – LAP4-GFP MLPCN, JMJD2C inh, CIT2 TOR yeast, MEP2 TOR yeast, RPL19A TOR yeast, AGP1 TOR yeast, GRK2 aptamer HTS, VLA-4 inh
- CC(C)(C)CC(=O)N1CCC(c2nc3c(nnn3Cc3c(F)cccc3Cl)c(=O)[nH]2)CC1
    ., -6.6&19.2, 103.8, 102.5, 100.0, 99.2, 2.0, -3.2
- O=C(NC(Cc1c[nH]c2ccccc12)C(=O)N/N=C/c1cccnc1)c1cccs1 (stereo not drawn)
    94.3, -13.4, ., 103.4, 101.1, 100.0, 2.0, 4.7
- COc1cccc(NC(=O)CN(C)S(=O)(=O)c2ccc3[nH]c(=O)oc3c2)c1
    106.7, -7.5, 106.5, 102.3, 99.2, 105.7, 3.0, -14.1
- O=C(CCCCCN1C(=O)c2cccc3cccc(c23)C1=O)NCCO
    109.0, 5.9, 106.0, 102.2, 102.1, 106.7, 0.0, -8.5
- CCCn1c(C)cc(C(=O)COC(=O)c2ccc[nH]c2=O)c1C
    114.7, -25.0, 73.9, 91.4, 87.9, 110.0, 0.0, 14.9
- CCOC(=O)C1C(=O)OC2(CCCC2)C1C(=O)OCC (stereo not drawn)
    98.1, -4.7, 106.4, 101.7, 102.4, 101.0, 1.0, 0.0
- O=C1/C(=C\c2ccco2)SC(=S)N1c1ccccc1
    89.4, -0.1, 108.4, 101.6, 101.2, 99.8, 9.0, 4.4
- CCc1cc2c(NCCC(=O)O)nc(C)nc2s1
    104.1, -10.7, 95.8, 100.3, 99.5, 102.5, 1.0, 11.7
- O=C(O)c1ccc(-n2ccnc2)c([N+](=O)[O-])c1
    97.7, -11.2, 105.7, 102.0, 109.5, 107.0, 0.0, 3.6

More records follow:
Below each SMILES – LAP4-GFP MLPCN, JMJD2C inh, CIT2 TOR yeast, MEP2 TOR yeast, RPL19A TOR yeast, AGP1 TOR yeast, GRK2 aptamer HTS, VLA-4 inh
- Cc1cc(Cl)ccc1OCc1n[nH]c(=S)n1C1CCCCC1
    110.1, 11.8, 98.4, 104.3, 102.5, 102.7, 2.0, 10.9
- COc1ccc(OC)c2c1sc(=NC(=O)c1cccc(N3C(=O)CCC3=O)c1)n2C
    98.0, -12.0, 92.7, 98.5, 99.1, 97.9, 2.0, 17.3
- Cc1nnc(SCC(=O)Nc2nnc(SCc3cccc(Br)c3)s2)s1
    92.5, 2.2, 103.3, 105.9, 93.6, 96.3, 1.0, -5.1
- O=c1c(NCCc2ccc(Cl)cc2)c(-c2ccccc2)c1=O
    90.0, 5.9, 101.4, 106.2, 102.9, 96.0, 0.0, 9.3
- O=C(OCC(O)C(O)COC(=O)c1ccccc1)c1ccccc1 (stereo not drawn)
    98.4, -6.3, 96.5, 93.7, 94.3, 97.4, 4.0, 18.5
- CC(C)(C)OC(=O)N1CCC(CNC(=O)c2ccc(F)cc2)CC1
    97.5, -1.8, 86.4, 95.8, 92.1, 96.8, 1.0, 1.2
- O=C(Cn1nc(C(F)F)cc1C(F)F)NNC(=S)Nc1ccc(Cl)cc1
    99.5, 1.5, 98.9, 102.6, 97.4, 102.9, 3.0, 13.2
